# All columns: NCI-60 one-dose screen, growth in % after 48 h at 10 µM unless noted; 100 = growth as untreated, 0 = no growth, -100 = all killed.
# OVCAR-5 – OVCAR-5 ovarian cancer. actives 2.9% (n = 82,000)
# KM12 – KM12 colon cancer cells | actives 5% (n = 82,000) | AID 1794800
# OVCAR-8 – OVCAR-8 ovarian cancer; AID 1794782; actives 4.4% (n = 81,000)
# OVCAR-4 – OVCAR-4 ovarian cancer cells. actives 3.7% (n = 80,000)
# OVCAR-3 – OVCAR-3 ovarian cancer. actives 7% (n = 79,000). AID 1794787
# PC-3 – PC-3 prostate cancer cells. actives 3.9% (n = 80,000)
# HCC-2998 – HCC-2998 colon cancer | actives 4.7% (n = 79,000)
# DU-145 – DU-145 prostate cancer; AID 1794760; actives 4.2% (n = 81,000)
# SW-620 – SW-620 colon cancer | actives 5.2% (n = 82,000)
# An asterisk follows results filed as active; . = no result given. The calls were made as follows: active = growth percent below 10; inactive = the rest.
No.	structure	OVCAR-5	KM12	OVCAR-8	OVCAR-4	OVCAR-3
1	COc1ccccc1/C=N/Nc1nc2ccccc2c(=O)n1-c1ccccc1	96	104	93	103	106
2	CCOC(=O)/C(=N/Nc1cccc2c1C(=O)c1ccccc1C2=O)c1nn[nH]n1	100	96	95	94	101
3	COc1ccc(Oc2nc(Nc3ccc(N4CCOCC4)cc3)ncc2N=Cc2cc(OC)cc(OC)c2)cc1	108	97	94	118	103
4	CCN(CC)CCNc1cc(OC)c(C)c2cccnc12	108	100	82	113	94
5	CSCCC(NC(=O)C(Cl)Cl)C(=O)O (stereo not drawn)	95	106	97	115	106
6	COc1cccc(/C=C/c2nc3ccccc3c(=O)n2CC(=O)Nc2ccccc2)c1	66	94	22	-1.7*	75
7	COc1cc(-c2cc(-c3cc4c([nH]c5ccccc54)c(-c4cc(OC)c(OC)c(OC)c4)n3)cc(-c3ccccc3)n2)cc(OC)c1OC	89	60	70	59	72
8	N#CC(C#N)C(C#N)c1ccc(Cl)c(Cl)c1 (stereo not drawn)	114	105	100	104	111
9	O=c1[nH]c2cc(Cl)ccc2nc1C1=C(O)c2ccccc2C1	118	98	105	102	93
10	Cc1ccccc1NC(=S)NN	109	111	104	111	118
11	CCCn1cnc2c(c1=N)C(c1ccc(OC)cc1)c1sc3c(F)cccc3c1O2 (stereo not drawn)	96	86	93	81	88
12	COc1ccc2[nH]cc(C(c3c[nH]c4ccc(OC)cc34)C3CCN(S(=O)(=O)c4ccc(F)cc4)CC3)c2c1	77	66	94	72	82

No.	PC-3	HCC-2998	DU-145	SW-620
1	106	92	114	94
2	83	102	107	101
3	84	103	109	105
4	79	95	103	79
5	89	99	108	100
6	76	90	88	51
7	48	73	97	41
8	95	101	106	113
9	96	113	126	103
10	83	106	123	110
11	66	53	98	83
12	.	79	89	82

# Single entries from the entries so far.
# no. 2 in OVCAR-5: 100
# no. 5 in OVCAR-4: 115

# Other compounds:
No.	structure	OVCAR-5	KM12	OVCAR-8	OVCAR-4	OVCAR-3
13	Cn1ccnc1C(=O)/C=C/c1ccc(CC(=O)Nc2c(F)c(F)c(F)c(F)c2F)cc1	104	36	56	74	20
14	COc1c(/C=C/C(=O)N2CCCC2)cc2c(c1OC)OCO2	95	104	101	90	104
15	C=CCOC(=O)C1=C(C)NC2=C(C(=O)CC(C)(C)C2)C1CCC (stereo not drawn)	95	108	101	107	112
16	c1ccc2cc(C3CC3)ccc2c1	104	103	108	105	110
17	NS(=O)(=O)c1ccc(N2CC(c3nc4ccccc4o3)CC2=O)cc1 (stereo not drawn)	92	101	97	99	99
18	COC(=O)[C@H](NS(=O)(=O)N(c1ccc(F)cc1)C1CCN(Cc2ccc(F)cc2)CC1)C(C)C	93	109	110	95	107
19	COCc1ccc2ccccc2n1	111	109	94	103	110
20	COc1ccc2nc(N=Nc3c(O)ccc4ccccc34)sc2c1	55	32	24	28	35
21	CCC(=O)c1ccc([N+](=O)[O-])o1	107	103	100	122	92
22	CC(C)N=C=NC(C)C	98	107	101	113	107
23	O=C1N(Cc2ccccc2)c2ccccc2S(=O)(=O)N1c1cccnc1Cl	93	99	101	90	110
24	COc1ccc(-c2csc(Nc3ccc(S(=O)(=O)Nc4cc(C)on4)cc3)n2)cc1OC	79	101	100	110	118

No.	PC-3	HCC-2998	DU-145	SW-620
13	48	95	22	20
14	106	100	104	101
15	87	97	116	102
16	101	103	106	96
17	88	100	112	103
18	78	95	104	102
19	93	106	115	99
20	49	46	37	36
21	92	90	106	114
22	94	114	105	101
23	88	116	96	106
24	110	101	107	96

# Compound profiles, from the list above.
# Results for `CC(C)N=C=NC(C)C` : OVCAR-5 = 98; KM12 = 107; OVCAR-8 = 101; OVCAR-4 = 113; OVCAR-3 = 107; PC-3 = 94; HCC-2998 = 114; DU-145 = 105; SW-620 = 101
# Results for `COc1ccc2nc(N=Nc3c(O)ccc4ccccc34)sc2c1` : OVCAR-5 = 55; KM12 = 32; OVCAR-8 = 24; OVCAR-4 = 28; OVCAR-3 = 35; PC-3 = 49; HCC-2998 = 46; DU-145 = 37; SW-620 = 36

# Rewritten screen by screen: entries from further up
21. CCC(=O)c1ccc([N+](=O)[O-])o1
22. CC(C)N=C=NC(C)C
assay / compound | 21 | 22
OVCAR-5 | 107 | 98
KM12 | 103 | 107
OVCAR-8 | 100 | 101
OVCAR-4 | 122 | 113
OVCAR-3 | 92 | 107
PC-3 | 92 | 94
HCC-2998 | 90 | 114
DU-145 | 106 | 105
SW-620 | 114 | 101

# Later entries.
No.	structure	OVCAR-5	KM12	OVCAR-8	OVCAR-4	OVCAR-3
25	CC(C)(C)OC(=O)N1C(=O)c2c(c3c4cc(Br)ccc4[nH]c3c3ccc4ccccc4c23)C1=O	98	.	103	103	.
26	CCOC(=O)c1cnc2ccc(C)cc2c1Nc1cccc(S(=O)(=O)NC)c1	97	84	101	97	106
27	COc1cc2cc(Oc3ccc(NC(=O)Nc4ccc(Cl)c(C(F)(F)F)c4)cc3)c(C)nc2cc1OC	18	-16*	7.3*	17	-27*
28	CCO/C=N/C1=C(C#N)C(c2ccc(Br)cc2)c2sc3c(F)cccc3c2O1 (stereo not drawn)	109	101	102	95	95
29	OC(CNc1ccnc2cc(Cl)ccc12)CNC1CCCCC1 (stereo not drawn)	87	83	88	76	89
30	COc1cc2c(c(OC)c1OC)C(=O)CC(c1cccc(NC(=O)[C@H](C)NC(=O)OC(C)(C)C)c1)O2 (stereo partly drawn)	108	104	104	104	112
31	Cc1ccc2c(C(C[N+](=O)[O-])c3ccco3)c(-c3ccccc3)[nH]c2c1 (stereo not drawn)	55	20	48	64	14
32	COc1cccc(-c2nn(-c3ccccc3)cc2-c2ccnc(NCCCNC(=O)c3cccc(C(F)(F)F)c3)c2)c1	72	23	22	31	41
33	CSc1nc(NC=O)cc(=O)[nH]1	91	103	100	115	108
34	O=[N+]([O-])c1ccc(/C=N/n2cnnc2)cc1	99	93	96	98	101
35	CC(C)(C)c1cc([N+](=O)[O-])c(O)c([N+](=O)[O-])c1	109	101	99	103	105
36	O=C1COCCN1c1ccc(NCc2cn(C(=O)c3ccc(Cl)cc3)c3ccccc23)cc1	-26*	97	66	3.2*	11

No.	PC-3	HCC-2998	DU-145	SW-620
25	95	107	109	105
26	104	102	102	101
27	-0.6*	-13*	13	7.5*
28	95	114	95	91
29	69	64	92	93
30	97	108	109	111
31	.	70	50	17
32	13	22	52	33
33	.	124	102	96
34	90	97	102	90
35	77	108	108	95
36	71	91	84	40

# (list continues)
No.	structure	OVCAR-5	KM12	OVCAR-8	OVCAR-4	OVCAR-3
37	O=C(Nc1ccccc1)c1cc(Cl)ccc1O	94	47	45	41	37
38	CC(=O)NCCOC(=O)c1ccccc1	103	100	112	105	107
39	Cc1c(N=Cc2ccc(/C=C3/SC(=O)NC3=O)cc2)c(=O)n(-c2ccccc2)n1C	104	108	113	119	105
40	Fc1cc(CCOc2ncc(Cl)c(-n3cnc4ccccc43)n2)ccn1	110	96	92	103	105
41	CC(C)(C)NC(=O)C1(N2C(=O)c3ccccc3C2=O)CCCC1	105	111	107	100	131
42	O=S(=O)(Nc1nccs1)c1ccc(NC2Nc3nc4ccccc4nc3S2)cc1 (stereo not drawn)	98	100	98	102	100
43	CCC/C(=C(\C)c1ccccc1)c1ccccc1	101	91	100	105	96
44	Cc1cccc(OCC(=O)O)c1	102	107	109	105	110
45	Clc1cc2nc(-c3ccccc3)c(-c3ccccc3)nc2cc1Cl	99	92	112	87	92
46	CCOc1nc(OCC)c2cnn(C)c2n1	149	103	96	109	96
47	CN(C)C(=N)OCc1ccccc1	100	108	109	112	120
48	COc1cc(C2=C(c3cn(C)c4ccccc34)COC2=O)cc(OC)c1OC	17	13	25	21	-14*

No.	PC-3	HCC-2998	DU-145	SW-620
37	67	89	84	63
38	.	102	100	103
39	102	110	114	114
40	100	108	96	99
41	106	104	118	106
42	94	102	105	101
43	90	85	102	101
44	103	98	117	76
45	77	94	103	90
46	.	133	109	123
47	97	102	116	109
48	13	0.9*	20	14

# The list goes on:
No.	structure	OVCAR-5	KM12	OVCAR-8	OVCAR-4	OVCAR-3
49	CSc1nc(C(=O)O)c(C)c(=O)[nH]1	96	102	99	108	.
50	CN1C(=O)CCC1C(=O)NCc1cc(C(F)(F)F)ccc1Cl (stereo not drawn)	102	112	94	105	113
51	C[N+]1=C(/C=C/c2ccc(O)c3ncccc23)C(C)(C)c2ccccc21	52	84	54	28	83
52	NC(N)=Nc1nc2ccccc2n2c1nc1ccccc12	54	34	26	36	43
53	c1ccc(CNc2nc(NCc3ccccn3)c3ccccc3n2)nc1	102	102	105	105	112
54	O=C1NC(=S)N[C@@H]1CC(=O)n1c(-c2ccccc2)nc2ccccc21	96	101	102	95	105
55	CN1C(=O)N(C)C2C1NN=c1s/c(=C\C(=O)O)c(=O)n12 (stereo not drawn)	102	105	100	109	121
56	CCCC(=O)Nc1ccc(OC)cc1	113	117	109	113	117
57	O=C(CN1CCN(c2cc(=O)n(-c3ccccc3)c3ccccc23)CC1)Nc1ccc(Br)cc1	99	93	90	53	102
58	O=C1c2ccccc2C(=O)N1CC1CO1 (stereo not drawn)	112	107	99	95	122
59	Clc1ccc(Cn2cc(CSc3nc4ccccc4o3)nn2)cc1Cl	92	105	101	102	109
60	Cc1nn(-c2ccccc2)c2c1N=c1s/c(=C\c3cn(-c4ccccc4)nc3-c3ccc(Cl)cc3)c(=O)n1CN2	98	115	.	105	113

No.	PC-3	HCC-2998	DU-145	SW-620
49	100	96	105	102
50	95	.	116	103
51	71	92	85	89
52	48	46	33	25
53	121	113	108	.
54	100	111	107	96
55	102	103	111	108
56	97	107	114	108
57	83	105	95	89
58	96	.	112	104
59	89	109	107	103
60	77	.	119	108

# The results go on:
No.	structure	OVCAR-5	KM12	OVCAR-8	OVCAR-4	OVCAR-3
61	CN1C(=O)N(C)C2C1NN=c1s/c(=C\c3c[nH]c4ccccc34)c(=O)n12 (stereo not drawn)	43	4.6*	24	103	8.1*
62	COc1cc2oc(-c3cccc(C(=O)Nc4ccc(Cl)cc4)c3)cc(=O)c2c(OCCNC(=O)[C@@H](N)CCC(=O)O)c1OC	77	93	74	92	113
63	NNC(=O)c1ccc(Nc2ncnc3c2cnn3-c2cccc(F)c2)cc1	99	101	99	97	111
64	NC1=NN=C(N)C1=Cc1cc2ccccc2n2nnnc12	108	105	98	105	105
65	Cc1[nH]n(-c2cccc(Cl)c2)c(=O)c1/C=C1\C=Nc2ccc(Br)cc21	31	47	9.7*	-90*	-47*
66	C#CCSc1nnnn1-c1ccccc1	92	78	81	93	79
67	CC(CCC(=O)O)(c1ccc(OC(=O)Nc2ccc(-c3ccccc3)cc2)cc1)c1ccc(OC(=O)Nc2ccc(-c3ccccc3)cc2)cc1	81	86	88	93	103
68	CCCCCCCCCCCCCCCCCC(=O)Oc1ccc(OCc2ccccc2)cc1	94	106	106	.	119
69	COC(=O)c1sc(-c2ccc(OC)cc2)cc1O	98	88	104	95	86
70	CCCCCCCCCCCCn1c(C)nc2ccccc21	90	90	76	62	88
71	Cc1ccc[n+](CCC[n+]2cccc(C)c2)c1	106	108	111	.	112
72	O=C(/C=C/c1cn(-c2ccccc2)nc1-c1cccc(Nc2ccnc3cc(Cl)ccc23)c1)c1ccc2c(c1)OCO2	106	94	92	143	117

No.	PC-3	HCC-2998	DU-145	SW-620
61	23	27	5.1*	29
62	79	115	87	106
63	93	105	106	97
64	87	108	100	98
65	31	63	36	17
66	89	104	79	53
67	.	95	100	93
68	90	103	114	116
69	98	93	93	105
70	66	94	105	85
71	100	115	124	89
72	97	102	77	96

# (listing goes on)
No.	structure	OVCAR-5	KM12	OVCAR-8	OVCAR-4	OVCAR-3
73	COc1ccc(C2NC(=O)Nc3ccccc32)c(OC)c1 (stereo not drawn)	112	110	101	105	112
74	CC1(C)Cc2nnsc2C2=C1C(=O)CCS2	101	104	108	101	102
75	C(=N\N=C\c1ccccc1)/c1ccccc1	96	104	106	105	113
76	COc1ccc(-c2nnc(SC/C(=N\O)c3ccc(Cl)cc3)o2)cc1	97	90	95	88	99
77	CN1CCCC1=O	101	108	.	97	120
78	O=C(O)c1ccc(-c2nn(-c3ccc(C(=O)O)cc3)cc2CO)cc1	104	98	112	106	101
79	CCOC(=O)c1cccc(NC(=O)CN2CCOCC2)c1	115	102	104	114	104
80	CCOC(=O)C(O)c1ccc(OCc2ccccc2)cc1 (stereo not drawn)	102	99	85	106	107
81	O=NN(C(=O)Nc1ccccc1)c1ccccc1	109	102	102	95	100
82	N#Cc1nccc2ccc(OCc3ccc(Br)cc3)cc12	94	93	94	99	94
83	CC(=O)OC(C(=O)NC(C(=O)O)C(C)C)c1ccccc1 (stereo not drawn)	109	107	94	95	116
84	C=C1C(=O)O[C@H]2[C@H]1CC/C(Cn1cc(CNC(=O)Cc3cn(C(=O)c4ccc(Cl)cc4)c4ccc(OC)cc34)nn1)=C\CC[C@@]1(C)O[C@@H]21	58	42	-64*	19	-82*

No.	PC-3	HCC-2998	DU-145	SW-620
73	82	93	112	114
74	88	109	110	111
75	100	84	111	103
76	92	87	95	99
77	95	125	112	104
78	92	105	107	107
79	75	100	104	102
80	82	97	108	102
81	87	94	102	97
82	82	113	92	93
83	96	93	119	112
84	7.5*	8.2*	32	-67*

# Other compounds follow:
No.	structure	OVCAR-5	KM12	OVCAR-8	OVCAR-4	OVCAR-3
85	Cc1ccc(-c2ccccc2C(=O)O)cc1	108	99	111	115	110
86	Cc1ccc(NC(=O)NNC(=O)/C=C/c2cn(-c3ccccc3)nc2-c2ccc(Cl)cc2)cc1	106	109	99	103	110
87	O=c1nc(-c2ccc(Br)cc2)cc(-c2cn(-c3ccccc3)nc2-c2ccc(OCc3ccccc3)cc2)[nH]1	100	101	105	107	101
88	O=C1Nc2ccc(F)cc2/C1=C\C(=O)c1ccc(NS(=O)(=O)c2ccccc2)cc1	107	102	91	93	.

No.	PC-3	HCC-2998	DU-145	SW-620
85	111	112	107	94
86	93	113	113	85
87	89	112	106	99
88	92	116	92	43

# Source: PubChem
